Source: PubChem BioAssay
GPR55 antagonists: inhibition of LPI-stimulated GPR55 beta-arrestin translocation – imaging, U2OS, beta-arrestin-GFP, LPI agonist, primary screen (AID 2013) | U2OS GPR55 beta-arrestin-GFP translocation imaging, LPI antagonism; higher % means a stronger effect | inhibition, % at 10 µM; hits with a dose series show IC50 in µM | hit rate 0.13% among 290,000;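 active = spots per cell inhibited over 60%, with over 100 cells counted and total cytoplasm intensity under 500,000; inconclusive = wells with under 100 cells, flagged as likely toxic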;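 note: U2OS cells stably carrying GPR55 and arrestin-GFP stimulated by 5 µM LPI near EC80; imaged beta-arrestin-GFP aggregate spots per cell after agonist stimulation; plate controls were LPI-stimulated DMSO wells for no effect and DMSO wells without LPI for full effect; some results filed as inactive read as strong as hits; confirmed hits need IC50 under 10 µM and bright autofluorescent wells are also inconclusive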
PhoP inhibition: PhoP-dependent GFP reporter repression – Salmonella Typhimurium, primary screen (AID 1863). hit rate 0.16% among 300,000. inhibition, % at 50 µM, or IC50 in µM where a hit was titrated. S. Typhimurium PhoP-regulated promoter GFP reporter, 4 h; higher % means a stronger effect;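 active = inhibition over 29.93%, a cutoff 3 SD above the screen mean, later confirmed by dose response; inconclusive = inhibition over 29.93% but no dose response follow-up; inactive = inhibition at most 29.93% or unconfirmed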;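 note: 0% = low Mg2+ inducing control and 100% = high Mg2+ repressing control; strong numbers were not always called active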
KOR beta-arrestin-1: kappa opioid receptor activators – cell-based, luminescence, uHTS, primary screen (AID 1777). KOR beta-arrestin recruitment, luminescence; higher % means a stronger effect. activation, % at 10 µM, or EC50 in µM where a hit was titrated. hit rate 0.02% among 280,000; in the data active = activation above about 50%, passing the limit was not always enough; note: a part of the inactive calls stands beside numbers as strong as those of hits
GPR35 arrestin U2OS: inhibition of zaprinast-stimulated GPR35 beta-arrestin translocation – imaging, U2OS, beta-arrestin-GFP, zaprinast agonist, primary screen (AID 2058); U2OS GPR35 beta-arrestin-GFP translocation imaging, zaprinast antagonism; higher % means a stronger effect; one-dose inhibition, % at 10 µM; IC50 in µM for titrated hits; hit rate 0.052% among 290,000;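 active = inhibition of at least 50% with at least 30 cells and total cytoplasm GFP at most 10,000,000; inconclusive = under 30 cells or total GFP of 10,000,000 plus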
T cell modulator: modulates CD8 T cell binding to vesicles; 2C CD8+ T cell-vesicle binding, flow cytometry; active compounds read low; calls only at 7 µM; hit rate 0.068% among 330,000; AID 2052;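 active = response, share of CD8 T cells binding vesicles, and their 90th percentile fluorescence all below set limits, cut at about 80% in these data, passing the limit was not always enough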
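Incubation: binding step 1.5 h, 37 °C, antibody labelling 20 min, ice; system: murine 2C transgenic CD8+ T lymphocytes; technique: cytometric PE anti-B7-1 and Alexa647 anti-CD8 signals after 1% paraformaldehyde fixation; also added: QL9-charged Drosophila Ld/ICAM-1/B7-1 vesicles; control set: naked versus QL9-loaded vesicles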
NTR1 ag: NTR1-driven beta-arrestin-GFP spot formation – imaging, U2OS cells, high content, primary screen (AID 493036) | agonist mode | activation, % at 20 µM | hit rate 0.17% among 330,000;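 active = activation at or above 40% of the spot to cytoplasm intensity ratio, with at least 20 cells analyzed; inconclusive = wells under 20 cells, flagged as cytotoxic or low count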;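 note: 0% = DMSO without peptide and 100% = 100 nM NTR1 peptide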
Target sequence (P30989 whole entry, looked up): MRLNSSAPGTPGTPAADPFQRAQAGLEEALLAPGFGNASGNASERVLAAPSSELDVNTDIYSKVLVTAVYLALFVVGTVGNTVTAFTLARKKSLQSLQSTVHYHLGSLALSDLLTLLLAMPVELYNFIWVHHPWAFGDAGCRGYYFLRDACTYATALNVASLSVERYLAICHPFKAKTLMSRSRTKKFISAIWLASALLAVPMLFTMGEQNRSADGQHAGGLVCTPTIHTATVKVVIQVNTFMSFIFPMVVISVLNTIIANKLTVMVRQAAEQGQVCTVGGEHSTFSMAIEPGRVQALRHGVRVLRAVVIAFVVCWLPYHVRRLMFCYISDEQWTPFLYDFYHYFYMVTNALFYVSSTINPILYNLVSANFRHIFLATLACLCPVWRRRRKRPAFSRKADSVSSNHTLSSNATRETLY
West Nile antiviral: inhibition of WNV-induced cytopathic effect – cell-based, CPE readout (AID 1621) | West Nile virus-infected cells, CPE inhibition; higher % means a stronger effect | one-dose CPE inhibition, % at 10 µM; IC50 in µM for titrated hits | hit rate 0.02% among 290,000; in the data active = a potency from the dose series; inconclusive = CPE inhibition mostly from about 3.7% at the one dose, without a potency; inactive = the rest, 99 in 100 with CPE inhibition below about 2.2%; note: strong numbers were not always called active
KOR beta-arrestin-2: KOR antagonists, beta-arrestin recruitment, cell-based, luminescence, uHTS (AID 1778); KOR beta-arrestin recruitment, luminescence, antagonist mode; higher % means a stronger effect; inhibition, % at 10 µM; hits with a dose series show IC50 in µM; hit rate 0.091% among 290,000; in the data active = inhibition above about 50%; note: strong numbers were not always called active
GPR55 beta-arrestin: selective activators of receptor GPR55 – imaging, U2OS cells, beta-arrestin-GFP redistribution, primary screen (AID 1961) | U2OS GPR55 beta-arrestin-GFP redistribution imaging; higher % means a stronger effect | one-dose activation, % at 10 µM; EC50 in µM for titrated hits | hit rate 0.048% among 290,000;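 active = activation above 40% with more than 50 cells counted in the well; inconclusive = wells holding fewer than 50 cells, flagged as toxic or sparse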;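 note: U2OS osteosarcoma cells stably expressing GPR55 and beta-arrestin-GFP; plate controls were DMSO negative control for no effect and LPI positive control for full effect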
T cell modulator vesicle-bound %: further read-out of T cell modulator, marked with its call; double positive events, %; measured here: CD8+ vesicle-bound cell fraction;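 binding gate set so that unloaded-vesicle control wells show 10% double positive cells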
NTR1 ag cell count 20 µM: further read-out of NTR1 ag, marked with its call; cell count; measured here: cell count, cytotoxicity flag
* marks the source's active call; other numbers are inactive results; i = inactive; ? = inconclusive; / = not tested or not shown; [ ] = remark or other dose.

SMILES	GPR55 antagonists	PhoP inhibition	KOR beta-arrestin-1	GPR35 arrestin U2OS	T cell modulator	T cell modulator vesicle-bound %	NTR1 ag	NTR1 ag cell count 20 µM	West Nile antiviral	KOR beta-arrestin-2	GPR55 beta-arrestin
C=CCn1c(CNc2ccccc2)nnc1SCC(=O)N/N=C/c1ccc(O)cc1O	4%	18%	0.7%	9%	i	38	0.1	58	0.4%	35%	-0.1%
COC(=O)C1=C(C(=O)OC)[C@@H]2N(Cc3ccccc3)c3ccccc3[C@@]23C[C@@H](C(=O)OC)N(C(C)=O)C3=N1	0%	4%	-0.4%	16%	i	32	1.5	63	-0.2%	7%	-0.1%
CCC(=O)N1CCN(c2nc3ccc(Br)cc3s2)CC1	-5%	-2%	-0.1%	-27%	i	20	0.5	55	-0.7%	16%	-0.1%
CCOC(=O)C1CCCN(C(=O)c2ccc([N+](=O)[O-])c(C)c2)C1 (centres undefined)	4%	-7%	2.4%	-2%	i	41	-1.4	56	0.1%	-77%	-0.2%
O=C(Nc1cccc(Cl)c1)Nc1nnc(CSCCOc2ccc(Cl)cc2)s1	-2%	5%	-0.4%	12%	i	30	8.4	73	-1.8%	6%	0.1%
O=C(Nc1ccc(Nc2ccccc2)cc1)N1CCOCC1	11%	-4%	-3.2%	5%	i	6	1.6	30	-0.4%	16%	-0.1%
CC(C)COP(=O)(OCC(C)C)C(O)c1ccc(F)cc1 (centres undefined)	-1%	10%	-3.1%	3%	i	32	-0.8	56	-0.7%	-8%	1.2%
Cc1c(Cl)cccc1NC(=O)CCCN1C(=O)CCC1=O	6%	5%	-5.6%	-7%	i	47	2.7	75	/	8%	-0.1%
CC(=O)NN1C(=O)c2ccccc2NC1c1ccccn1 (centres undefined)	7%	20%	-0.4%	0%	i	0	0.3	73	0.3%	24%	0.2%
CCOC(=O)C(=O)Nc1ccc2c(c1)OCO2	-6%	-12%	4.6%	4%	i	39	-0.6	67	-0.4%	24%	-0.2%
Cc1noc(C)c1COc1ccc(C(=O)OCC(=O)c2ccc3c(c2)OCCO3)cc1	3%	6%	8.2%	1%	i	36	-1.2	73	1.2%	-178%	0.3%
CCOC(=O)N1CCN(C(=O)C2CCC(CNS(=O)(=O)c3ccc(Cl)cc3)CC2)CC1 (centres undefined)	9%	-5%	-2.1%	1%	i	50	0.5	47	-0.6%	0%	0.3%
COc1ccccc1NC(=O)c1ccc(-c2ccccc2F)o1	7%	6%	-0.6%	6%	i	15	5.2	43	-0.6%	3%	-0.1%
Nc1ccc(C(=O)c2cccs2)cn1	6%	0%	1.3%	0%	i	50	-0.8	83	-0.2%	25%	-0.1%
CCc1cc(=O)oc2c(C)c(OC(C)C(=O)NCCCn3ccnc3)ccc12 (centres undefined)	-2%	8%	4.6%	-20%	i	20	-0.5	60	-0.1%	-33%	-0.1%
COc1ccc(C2Nc3cc(OC)ccc3-n3cccc32)cc1 (centres undefined)	9%	-11%	-2.7%	7%	i	30	9.0	50	-0.1%	-16%	0.0%
CCOC(=O)Cn1c(=O)oc2cc(S(=O)(=O)NC3CCCCC3)ccc21	5%	/	-5.7%	2%	i	48	0.2	80	0.2%	-26%[20 µM]	0.7%
COc1ccc(-c2nnn(CC(=O)N(CCO)C(C(=O)NC3CCCC3)c3ccc(F)cc3)n2)cc1 (centres undefined)	2%	2%	6.2%	-12%	i	54	0.9	92	-0.8%	-13%	0.3%
O=C(C1CCCN(S(=O)(=O)c2ccccc2)C1)N1CCCCC1 (centres undefined)	-2%	6%	-0.2%	10%	i	36	1.8	58	-0.7%	-8%	-0.1%
CCOc1ccccc1NC(=O)COc1ccc(S(=O)(=O)N2CCCC2)cc1	-10%	-4%	1.4%	-8%	i	14	0.4	58	-0.4%	-20%	0.0%
Cc1ccc(C(=O)NCCc2csc(-c3cccnc3)n2)cc1	-9%	5%	-0.9%	-15%	i	28	1.7	86	-0.3%	5%	-0.3%
Cc1noc(C)c1CSc1nc2ccccc2n1CCc1ccccc1	-6%	-11%	-2.9%	13%	i	31	-2.8	77	-0.3%	-24%	-0.2%
Cn1nc(-c2ccc(Cl)cc2)c2cc(C(=O)NCCCN3CCCC3)sc21	5%	11%	-9.7%	6%	i	40	15	70	-1.8%	-3%	-0.2%
OCCCNc1ncnc2scc(-c3ccc(Cl)cc3)c12	1%	1%	-1.4%	-6%	i	12	-0.9	89	-0.3%	-29%	0.0%

Brought forward from above: two entries, then new ones.
SMILES	GPR55 antagonists	PhoP inhibition	KOR beta-arrestin-1	GPR35 arrestin U2OS	T cell modulator	T cell modulator vesicle-bound %	NTR1 ag	NTR1 ag cell count 20 µM	West Nile antiviral	KOR beta-arrestin-2	GPR55 beta-arrestin
Cn1nc(-c2ccc(Cl)cc2)c2cc(C(=O)NCCCN3CCCC3)sc21	5%	11%	-9.7%	6%	i	40	15	70	-1.8%	-3%	-0.2%
OCCCNc1ncnc2scc(-c3ccc(Cl)cc3)c12	1%	1%	-1.4%	-6%	i	12	-0.9	89	-0.3%	-29%	0.0%
O=[N+]([O-])c1cccc(-c2ccc(SCc3cccnc3)nn2)c1	4%	8%	1.2%	-1%	i	49	1.1	50	-1.0%	-18%	0.0%
CCc1nc2ccccc2c(NC(=O)CN2CCC(C)CC2)c1C	-10%	13%	-6.4%	4%	i	47	-0.8	77	0.1%	8%	0.2%
O=C(/C=C/c1ccc(Cl)cc1)NCc1ccncc1	11%	17%	1.3%	-21%	i	20	0.7	66	-0.5%	-4%	0.1%
COc1cc(C(=O)N/N=C/C2CC=CCC2)cc(OC)c1OC (centres undefined)	-7%	4%	5.0%	16%	i	23	/	/	?	13%	-0.3%
CCN(CC1CCCO1)C(=O)c1cc(COc2ccc(F)cc2F)on1 (centres undefined)	7%	-3%	-0.1%	14%	i	6	0.4	64	-0.8%	-16%	-0.1%
CCCc1cc(=O)n2[nH]c(NCc3ccccc3F)nc2n1	-4%	-13%	-1.4%	-12%	i	9	-1.9	104	0.4%	-21%	-0.1%
CCOc1ccc(N(C)S(=O)(=O)c2ccc3[nH]cc(C(=O)NCC(OC)OC)c(=O)c3c2)cc1	7%	-2%	-0.1%	-3%	i	6	-0.7	98	1.0%	31%	-0.2%
Cc1nc(N2CCN(C)CC2)[nH]c(=O)c1Cc1cccc2ccccc12	0%	-16%	2.6%	-3%	i	7	-0.4	85	-0.6%	31%	-0.3%
COC(=O)[C@@H]1C[C@@]2(O)[C@@H](O)[C@@H](O)[C@@H](O)C[C@H]2N1CC(c1ccccc1)c1ccccc1	10%	-2%	-1.1%	-8%	i	8	-4.0	97	0.2%	24%	-0.1%
COc1ccc(CN(C(=S)Nc2ccccc2)C2CC(=O)N(c3ccc(Cl)cc3)C2=O)cc1 (centres undefined)	17%	8%	-1.4%	-7%	i	14	15	57	-0.7%	-5%	-0.1%
CCn1cc(C(=O)NC(=S)Nc2ccccc2[N+](=O)[O-])cn1	9%	-9%	-1.4%	1%	i	11	1.7	33	0.3%	7%	0.0%
Cc1cc2ncn(C(=O)N3CCCCCC3)c2cc1C	5%	3%	-1.0%	-6%	i	58	0.1	58	0.7%	-58%	0.2%
O=[N+]([O-])c1ccc(Nc2ccccc2O)c2nonc12	16%	7%	-3.1%	22%	i	59	0.5	54	-0.6%	10%[20 µM]	0.3%
COc1ccc(/C(O)=C2\C(=O)C(=O)N(CCN(C)C)C2c2cccc(OC)c2OC)cc1 (centres undefined)	8%	11%	0.8%	16%	i	32	-0.9	49	0.3%	14%	0.1%
Cc1ccc(S(=O)(=O)NC(=O)Nn2c(C)nnc2C)cc1	6%	-8%	-2.2%	-14%	i	29	1.2	60	0.6%	31%	-0.1%
O=C(O)COc1ccccc1/C=N/NC(=O)CSc1nc2ccccc2c(=O)n1-c1ccccc1	4%	-1%	-4.3%	0%	i	19	-0.8	47	0.5%	-7%	-0.2%
CCOc1ccc(-c2ncncc2-c2ccc(OC)cc2)c(O)c1	4%	9%	1.0%	2%	i	8	0.5	62	0.0%	16%	-0.2%
O=c1cc(-c2ccccc2)[nH]c2cc(F)ccc12	-5%	-1%	0.4%	7%	i	42	1.5	73	0.6%	-70%	-0.3%
CCOc1cc(C2/C(=C(/O)c3ccc(OC)cc3)C(=O)C(=O)N2CC2CCCO2)ccc1O (centres undefined)	13%	-6%	-0.5%	6%	i	34	1.4	52	-0.1%	-26%	0.0%
CCOc1ccc2c(=O)c(Oc3ccccc3OCC)coc2c1	-8%	3%	4.0%	4%	i	16	6.7	51	0.1%	-28%	0.2%
CCN(CC)S(=O)(=O)c1ccc2c(c1)[nH]c(=S)n2CC	9%	1%	6.2%	8%	i	43	2.2	40	-0.5%	-16%	-0.2%
COc1ccc(/C=N/NC(=O)C2C3CCCCC32)cc1OC (centres undefined)	0%	-2%	-4.1%	-7%	i	10	3.2	47	0.2%	11%	0.1%
COc1cccc(-c2nnc(SC(C(=O)c3c[nH]c4ccccc34)c3ccccc3)n2C)c1 (centres undefined)	10%	1%	4.8%	-7%	i	54	5.2	83	-0.7%	11%	-0.1%
O=C(Nc1nc(-c2cccs2)cs1)c1ccc(S(=O)(=O)N2CCCCC2)cc1	2%	2%	-5.2%	3%	i	44	8.0	66	-0.4%	3%	0.2%
Cc1cc(CSc2ccccc2)ccc1NC(=O)c1ccc(Br)cc1	1%	2%	31%	-14%	i	57	0.8	80	-1.1%	-366%	-0.4%
Cn1c(NCc2ccco2)nc2c1c(=O)n(Cc1ccc(Cl)c(Cl)c1)c(=O)n2C	-4%	-5%	15%	-10%	i	49	22	58	-0.1%	-6%	-0.1%
CCC1CCCCN1CCCNC(=O)Cn1c(=O)c2cccn2c2cccnc21 (centres undefined)	-1%	-8%	0.9%	4%	i	21	0.6	72	0.4%	4%	-0.2%
COc1ccc(NC(=O)c2ccccc2N(Cc2ccccc2)S(C)(=O)=O)cc1	6%	-2%	-3.6%	10%	i	33	0.6	39	-1.1%	-21%	-0.1%
CCOC(=O)Cc1cc(=O)c2cc(C)ccc2[nH]1	11%	4%	-1.4%	12%	i	36	-1.3	61	0.0%	28%	0.0%
O=C(CSc1nc2ccccc2[nH]1)Nc1nc(-c2ccc(Br)cc2)cs1	11%	-3%	-2.2%	11%	i	15	3.2	45	-1.0%	-14%	-0.1%
